# 12-LOX inh: Primary qHTS assay for inhibitors of human arachidonate 12S-lipoxygenase (ALOX12): Round 2. Polyunsaturated fatty acid lipoxygenase ALOX12 (Homo sapiens), P18054. purified 12hLO, xylenol orange hydroperoxide absorbance. Potency, µM (highest dose often 108 µM), without a hit: at the highest dose activity change, negative = inhibition, hits mostly inhibitors. actives 1.1% (n = 580,000). AID 1671190, 2021; note: potency is the fitted concentration of half-maximal effect; % is set by controls: 0 for no effect and ±100 for the full control effect
#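 Purified human 12hLO (150 nM final) in 25 mM Hepes, 0.01% Triton X-100, pH 7.0 was preincubated 15 min at room temperature with compound. Then 40 uM arachidonic acid was added, 30 min. Hydroperoxide was read by Fe-XO absorbance ratio 573/405 nm.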
# Pol beta inh: qHTS Assay for Inhibitors of DNA Polymerase Beta. P06746. Pol beta primer extension/strand displacement, fluorescence kinetic. Potency, µM (series often up to 114 µM), for inactives: top-dose activity change, negative = inhibition, usual class: inhibitors. actives 1.3% (n = 340,000); note: potency is the fitted concentration of half-maximal effect; % is set by controls: 0 for no effect and ±100 for the full control effect
#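 Kinetic readout of DNA synthesis with strand displacement by Pol beta. Compound and 10 nM enzyme sit 15 min at room temperature; 50 nM substrate starts the reaction, read immediately and at 10 min.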
# RGS4 inh: Inhibitors of Regulator of G Protein Signaling (RGS) 4: qHTS. Regulator of G-protein signaling 4 (Homo sapiens), P49798. Transcreener GDP fluorescence polarization, RGS4-accelerated GTP hydrolysis. Potency, µM (highest dose often 114 µM), without a hit: top-dose activity change, negative = inhibition, hits mostly inhibitors. actives 0.039% (n = 390,000). AID 504845, 2011; note: potency is the fitted concentration of half-maximal effect; % is set by controls: 0 for no effect and ±100 for the full control effect; nearly all actives have a fitted effect of over 75% in size; some results filed as inactive show a strong effect at the top dose
#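 MLSMR compounds (23 nl, pin-transferred) preincubated 10 min at room temperature with a 500nM (2x) first reagent, then RGS4 at 900nM (2x) plus Transcreener GDP mix added; fluorescence polarization (620/688 nm) read before and after 90 min at 30 °C.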
# APEX1 inh: qHTS Assay for Inhibitors of the Human Apurinic/apyrimidinic Endonuclease 1 (APE1). DNA repair nuclease/redox regulator APEX1 (Homo sapiens), P27695. actives 0.35% (n = 350,000). Potency, µM (top dose mostly 65.8 µM), for the others: at the top dose activity change, negative = inhibition, actives largely listed as inhibitors. AID 2517, 2012. recombinant APE1, TAMRA/BHQ-2 abasic DNA cleavage fluorescence;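 note: potency is the fitted concentration of half-maximal effect; plate controls were vehicle for no effect and reference inhibitor for full effect; nearly all actives have a fitted effect of over 55% in size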
# Target sequence (P27695 whole entry, looked up): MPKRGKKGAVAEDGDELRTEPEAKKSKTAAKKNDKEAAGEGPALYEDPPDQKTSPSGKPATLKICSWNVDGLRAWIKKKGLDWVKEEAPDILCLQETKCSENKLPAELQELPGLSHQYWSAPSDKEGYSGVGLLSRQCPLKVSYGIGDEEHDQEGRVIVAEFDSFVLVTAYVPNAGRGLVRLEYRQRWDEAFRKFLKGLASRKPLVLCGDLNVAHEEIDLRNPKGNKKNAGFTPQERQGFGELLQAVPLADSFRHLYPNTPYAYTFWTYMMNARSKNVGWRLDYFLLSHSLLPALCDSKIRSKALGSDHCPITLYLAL
#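 APE1 at 0.75 nM final was preincubated with compound 15 min at room temperature, then 50 nM double-stranded THF abasic-site substrate (5'-TAMRA/3'-BHQ-2) was added. Fluorescence (ex 525/em 598 nm) was read kinetically; third-minus-first read gave activity.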
# LDHA block: qHTS assay for inhibitors of human lactate dehydrogenase; purified LDHA, NADH/diaphorase-resazurin fluorescence; hits give low values; actives 0.15% (n = 480,000); activity change, % (values are at about 110 or 230 µM); in the data active = activity change below about -30%; inconclusive = mostly about -25% to -30%;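 note: plate controls were DMSO wells for no effect and wells without enzyme for full effect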
#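 Enzyme activity of human lactate dehydrogenase 5 (2 nM; 0.06 mM NADH, 0.2 mM pyruvate, 5 min, RT) is measured via a resazurin/diaphorase fluorescence readout of residual NADH.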
# Apoferritin bind: qHTS Assay for Identification of Novel General Anesthetics; apoferritin/1-aminoanthracene competitive binding, fluorescence; Potency, µM (doses to about 77.5 µM), inactives show at the highest dose activity change, negative = displacement, actives largely listed as inhibitors; actives 0.074% (n = 350,000); AID 485281, 2010; note: potency is the fitted concentration of half-maximal effect; % is set by controls: 0 for no effect and ±100 for the full control effect; nearly all actives have a fitted effect of over 20% in size
# Target sequence (P02791 2-175 limits assumed): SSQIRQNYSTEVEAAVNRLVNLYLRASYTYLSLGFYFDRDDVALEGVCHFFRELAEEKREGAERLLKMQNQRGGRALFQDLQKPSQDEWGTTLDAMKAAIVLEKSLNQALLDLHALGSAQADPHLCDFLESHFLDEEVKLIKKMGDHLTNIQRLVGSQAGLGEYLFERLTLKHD
#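 Apoferritin-based anesthetic binding model; compound displacement of fluorescent 1-AMA measured as endpoint fluorescence after 10 minutes at room temperature, scaled to free-ligand and complex controls.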
# ERG-DNA inh: qHTS for Small Molecule Inhibitors of the ERG Ets/DNA interaction; fluorescence polarization, His-ERG Ets domain / labelled DNA; Potency, µM (top dose mostly 76.9 µM), without a hit: at the top dose FP activity, negative = inhibition, usual class: inhibitors; actives 0.028% (n = 370,000); AID 624246, 2012; active = well fitted inhibition curve with a large enough effect in the polarisation, with a control signal flat; inconclusive = small, poorly fitted or top-dose-only effect, or effect the other way, or a change in a side signal; inactive = no such curve, though single readings can be large or run the other way; the % refers to the polarisation;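 note: polarization taken with two DNA probes labelled with fluorescein and Texas red; potency is the fitted concentration of half-maximal effect; % of control where 0% means no effect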
# Target sequence (P11308 whole entry, looked up, the tested form may be a part): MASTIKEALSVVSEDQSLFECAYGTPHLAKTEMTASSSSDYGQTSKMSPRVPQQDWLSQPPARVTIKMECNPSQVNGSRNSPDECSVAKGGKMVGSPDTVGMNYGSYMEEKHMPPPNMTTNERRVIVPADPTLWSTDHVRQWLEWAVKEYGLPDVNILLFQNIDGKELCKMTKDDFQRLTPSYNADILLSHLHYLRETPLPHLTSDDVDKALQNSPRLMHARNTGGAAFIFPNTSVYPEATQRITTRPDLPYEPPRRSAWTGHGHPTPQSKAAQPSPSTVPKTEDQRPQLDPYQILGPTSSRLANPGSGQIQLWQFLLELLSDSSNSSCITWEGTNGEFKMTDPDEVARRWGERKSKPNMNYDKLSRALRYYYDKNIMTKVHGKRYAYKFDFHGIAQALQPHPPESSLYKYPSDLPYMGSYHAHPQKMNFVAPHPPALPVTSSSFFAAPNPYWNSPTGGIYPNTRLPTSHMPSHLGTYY
#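 His-tagged ERG Ets domain (1 uM in the protein solution; 300mM KCl, 50mM Tris-HCl, 1mM EDTA, 1mM DTT, pH 7.5) received compound, then a probe mix of 5 nM fluorescein-DNA and 100nM Texas-615-DNA. Fluorescence polarization was read for both dyes.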
# Pol kappa inh: qHTS for Inhibitors of Polymerase Kappa. purified Pol kappa, fluorescent DNA synthesis assay, 10 min. DNA polymerase kappa (Homo sapiens), Q9UBT6. AID 588579, 2011. actives 0.53% (n = 400,000). Potency, µM (highest dose often 107 µM), inactives show at the top dose activity, negative = inhibition, most hits filed as inhibitors; note: potency is the fitted concentration of half-maximal effect; % is set by controls: 0 for no effect and ±100 for the full control effect
#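 Pol kappa 10 nM + cpd, 15 min RT; start w/ substrate 50 nM final; fluorescence kinetic read, 0 and 10 min. Neg ctrl: buffer, no enzyme.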
# POLH inh: qHTS for Inhibitors of Polymerase Eta; DNA polymerase eta (Homo sapiens), Q9Y253; recombinant Pol eta, fluorescent DNA replication assay; Potency, µM (highest dose often 114 µM), for inactives: top-dose activity change, negative = inhibition, usual class: inhibitors; actives 1.2% (n = 390,000); note: potency is the fitted concentration of half-maximal effect; % is set by controls: 0 for no effect and ±100 for the full control effect
#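 Fluorescent replication assay: 50 nM final substrate added after a 15 min room-temperature compound preincubation with 10 nM enzyme. Signal taken at 0 min and again at 10 min.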
# The depositor's hits bear a star; i = inactive; ? = inconclusive; nt = no result given; & = joins results of further samples; [ ] = another dose, or the depositor's remark. Unless noted, calls come from the whole dose curve; as a rule, active = well fitted curve in the direction sought with a large enough effect; inconclusive = small, poorly fitted or top-dose-only effect, or another doubt; inactive = no such curve, though single readings can be large; an effect the other way counts as inactive or inconclusive. An excerpt. The share of hits here may be higher or lower than overall.
# Below each compound: 12-LOX inh	Pol beta inh	RGS4 inh	APEX1 inh	LDHA block	Apoferritin bind	ERG-DNA inh	Pol kappa inh	POLH inh
O=C(Cc1cccs1)OCC(=O)c1ccco1
    12%	14µM*	-3%	28µM*	-2	?	-13%	25µM*	8.9µM*
CCN(CC)c1ccc(/C=N/NS(=O)(=O)c2ccc(C)c([N+](=O)[O-])c2)cc1
    ?	2%[57.1 µM]	-40%	-1%	-2	-13%	14%	-8%	-25%
CCc1ccc(NC(=O)C2CCCN(S(=O)(=O)c3cccc4cccnc34)C2)cc1 (centres undefined)
    -11%	0%	9%	nt	1	-23%	2%	-6%	-16%
COc1ccc(CCN2CC(C(=O)N(C)Cc3ccccc3OC)CCC2=O)cc1 (centres undefined)
    -8%	14%	21%	82%[activator]	-1	-8%	-5%	-11%	7%
CCC(=O)N1CCN(c2ccc(NC(=O)COc3ccc(CC)cc3)cc2)CC1
    -3%	17%	17%	10%	-5	-3%	6%	-3%	-7%
Cc1ccc([N+](=O)[O-])cc1N
    1%	2%	-9%[56.9 µM]	2%&-2%	0	-13%	-13%	3%	-12%
CC(=O)Nc1cccc(Nc2nc(-c3ccccc3)nc3ccccc23)c1
    -17%	-21%	-16%	-4%	0	73%[activator]	8%	0%	0%
CC(=O)c1ccc(-c2c(C3C4C=CCCC4(C)C(=O)N3Cc3ccccc3)ccc3ccccc23)cc1 (centres undefined)
    nt	nt	0%	-10%	nt	-7%	nt	-1%	nt
Cc1c(C#N)c(N)nc(Cl)c1C#N
    -9%	-2%	16%	1%	-7	-2%	1%	-10%	-2%
Cc1ccc2nc(NC(=O)CCCc3nc4ccccc4s3)sc2c1
    144%[activator]	-3%	-43%	13%	-3	4%	-4%	2%	-14%
Cc1ccc(OCC(=O)N2CCCCC2)c(Br)c1
    -3%	2%	34%	1%	-2	-2%	-1%	-8%	-5%
CN1CCC(NC(=O)Nc2ccc(Br)cc2)CC1
    -26%	2%	-9%	11%	0	5%	3%	6%	-22%
Cc1nn(C)cc1C(C)Nc1nc2nonc2nc1N1CCCCC1 (centres undefined)
    22%	-2%	13%	0%	-1	-10%	-11%	-6%	-5%
CCN(CC)c1nc2n(c(=O)n1)CCO2
    -23%	28%	-7%	0%	-2	-3%	6%	4%	-18%
CCCCN(C)CCCNC(=O)CN1C(=O)COc2ccc(S(=O)(=O)N3CCC(C)CC3)cc21
    -20%	35%	-3%	nt	-3	-9%	-4%	7%	-9%
O=C(NN1CCCCC1)c1cccc(COc2ccc(Cl)cc2)c1
    -10%	27%	1%	5%	3	-13%	-8%	8%	-21%
NC(=S)NN=C(c1ccc(F)cc1)C1CC1
    -11%	nt	-48%	nt	-4	nt	6%	-16%	-5%
c1ccc(C2Nc3ccccc3Oc3ccccc32)cc1 (centres undefined)
    -22%	-4%	9%	0%	-4	-2%	-5%	-15%	-2%
CCc1cc2c(=O)[nH]c(N3CCCC3)nc2s1
    -6%	-19%	18%	-3%	-7	-5%	-7%	-13%	-4%
Nc1nc(Nc2ccccc2)nc(NCc2ccco2)c1[N+](=O)[O-]
    ?	?	15%	0%	-6	?	-6%	-15%	-18%
CCCCNC(=O)Cn1cnc2c(cnn2-c2ccc(C)c(C)c2)c1=O
    4%	8%	32%	17%	-9	-5%	-2%	-18%	0%
COc1cccc(CNc2ncc(-c3ccccc3)n2C)c1
    ?	-2%	-15%	54%	-3	-4%	24%	5%	-11%
CC(C)(C)S(=O)(=O)N1Cc2cc(=O)n(Cc3ccccc3)c(CCO)c2[C@@H]1CCO
    -24%	nt	11%	nt	-7	nt	13%	-23%	-4%
Cc1cc(C)c(S(=O)(=O)N2CCN(C(=O)C(C)Cn3cncn3)CC2)c(C)c1 (centres undefined)
    -1%	1%	5%	2%	-3	-4%	-8%	-4%	-18%
CC(O)CO (centres undefined)
    -32%	nt	23%	30%&2%&0%	-4	nt	-1%	-1%	-9%
O=C(NNc1nc(N2CCOCC2)nc(N2CCOCC2)n1)c1ccccc1
    3%	nt	-16%	nt	-2	nt	nt	0%	-9%
COc1cc2ccccc2c2c1CCCC2=O
    4%	5%	39%	-4%	-2	?	-3%	-12%	-13%
COc1cc(C(=O)N/N=C/c2ccsc2C)cc(OC)c1OC
    i	15%	-20%	-10%	-4	-9%	-10%	-1%	-7%
CCc1ccc(C2CC(=O)c3c([nH]c(C(=O)OCC4CCCCC4)c3C)C2)cc1 (centres undefined)
    -4%	0%	-13%	nt	-2	-3%	-4%	9%	2%
Cc1cccc2sc(NC(=O)C3CSC4(C)CCC(=O)N34)nc12 (centres undefined)
    65%[activator]	-26%	-16%	-13%	-1	?	-6%	4%	-10%

# Compound profiles, from the list above:
# COc1cc2ccccc2c2c1CCCC2=O in the list: 12-LOX inh = 4%; Pol beta inh = 5%; RGS4 inh = 39%; APEX1 inh = -4%; LDHA block = -2; Apoferritin bind = ?; ERG-DNA inh = -3%; Pol kappa inh = -12%; POLH inh = -13%
# CCc1ccc(NC(=O)C2CCCN(S(=O)(=O)c3cccc4cccnc34)C2)cc1 (centres undefined) in the list: 12-LOX inh = -11%; Pol beta inh = 0%; RGS4 inh = 9%; APEX1 inh = nt; LDHA block = 1; Apoferritin bind = -23%; ERG-DNA inh = 2%; Pol kappa inh = -6%; POLH inh = -16%

# (next part)
# Below each compound: 12-LOX inh	Pol beta inh	RGS4 inh	APEX1 inh	LDHA block	Apoferritin bind	ERG-DNA inh	Pol kappa inh	POLH inh
COc1ccc(C(CC(=O)O)N2C(=O)CCC2=O)cc1 (centres undefined)
    33%[activator]	1%	19%	-4%	-6	-4%	-9%	-2%	-3%
Cc1ccc(-c2noc(CNC(=O)COc3cc(C)c(Br)c(C)c3)n2)cc1
    -14%	41%	-3%	nt	-9	-10%	1%	15%	7%
Cc1ccc(NS(=O)(=O)c2c(C)nc3sc(C)c(C)n3c2=O)cc1F
    ?	-27%	7%	nt	-12	?	1%	-23%	-14%
CCCOc1ccc(Cl)cc1CNc1ccccc1
    -14%	3%	-19%[11.4 µM]	3%	0	7%	-12%	-5%	-21%
C/C=C/c1ccc(OCC(=O)Nc2cc(C(F)(F)F)ccc2N2CCOCC2)c(OC)c1
    -16%	5%	-21%	-13%	-2	-4%	8%	-10%	-24%
CC(=O)c1ccc(NC(=O)Cn2cnc(S(=O)(=O)N3CCc4ccccc43)c2)cc1
    -8%	19%	34%	21%	-4	-2%	-13%	-8%	-3%
CCOC(=O)Cn1c2ccccc2c2nc3ccccc3nc21
    -19%	-1%	-35%	-2%	4	9%	7%	-2%	-5%
CCOc1ccc(CC(=O)Nc2nccs2)cc1OCC
    -8%	?	-35%	-7%	-3	-8%	-14%	-2%	-9%
CCCCn1c(N)c(N(CCOC)C(=O)CN(C)S(=O)(=O)c2ccc(F)cc2)c(=O)[nH]c1=O
    -5%	nt	-12%	1%	-1	nt	-8%	-6%	-6%
COC(=O)c1ccccc1NC(=O)CSc1nnc(COc2cccc(OC)c2)n1C
    -1%	-20%	-16%	0%	-5	-22%	-4%	0%	-10%
O=C(CN(C(=O)CNC(=O)c1ccco1)c1ccc(F)c(Cl)c1)NC1CCCCC1
    2%	13%	11%	7%	-6	0%	3%	-1%	-11%
O=C(Nc1cc(C(F)(F)F)ccc1N1CCOCC1)c1cncc(Br)c1
    1%&-8%	-18%	-12%	-1%	7&-5	-21%	1%	-9%	-21%
Cc1onc(-c2ccccc2Cl)c1C(=O)Oc1cccc2cccnc12
    -6%	1%	13%	-8%	6	?	3%	0%	-15%
Cc1ccc(C)c(N2CCN(C(=O)c3csc(C)c3C)CC2)c1
    -16%	-7%	-27%	2%	-8	0%	0%	-21%	-17%
O=C(CSc1n[nH]c(-c2ccc(F)cc2)n1)N1CCN(c2ccc(F)cc2)CC1
    0%	?	-17%	nt	4	36%[activator]	1%	-4%[60.1 µM]	-12%
C=CS(=O)(=O)N(Cc1ccccc1Br)[C@H](CO)CC(C)C
    ?	nt	5%	nt	0	nt	-2%	0%&-19%	-10%
CCCCC(=O)Nc1ccc(S(=O)(=O)N2CCCCC2c2cccnc2)cc1 (centres undefined)
    0%	7%	11%	10%	-5	-13%	-7%	-8%	-7%
CC(C)N(Cc1ccccc1)C(=O)CC(=O)N(Cc1ccccc1)C(C)C
    -2%	-19%	-7%	48%[activator]	-9	0%	3%	-4%	-11%
CCc1ccc(CNC(=O)CCS(=O)(=O)Cc2ccc(C)cc2)cc1
    -4%	-14%	7%	-13%	-3	28%	12%	-9%	-2%
Cc1c(/C(O)=C2/C(=O)C(=O)N(Cc3cccnc3)C2c2cccs2)cnn1-c1ccccc1 (centres undefined)
    -29%	1%	-14%	-1%	5	-1%	-7%	-8%	-7%
COc1ccc(C(=O)Nc2nnc(C)s2)cc1
    0%	-4%	-8%	nt	-4	-10%	2%	-6%	-17%
CCc1ccc2c(c1)NC(c1cccs1)=NC(c1ccc(F)cc1)=N2
    -9%	50%	13%	nt	0	-19%	1%	6%	nt
O=C(OCc1ccc(Cl)cc1)c1cccnc1Cl
    -5%	15%	10%	11%	-9	-20%	-3%	-6%	-2%
